D2 ag = HTS Assay for Allosteric Agonists of the Human D2 Dopamine Receptor: Primary Screen for Agonists. activation, % at 2 µM. HEK293 T-REx D2 cells, calcium flux agonist mode. hit rate 0.53% among 340,000. D(2) dopamine receptor (Homo sapiens), P14416;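 active = activation over 3 SD above normal in the single-dose calcium agonist read, cut at about 30% in these data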; note: 0% is about no effect
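Calcium-flux readout, 1 cycle/sec over 180 s following compound pin transfer, in inducible HEK293 Trex D2 cells (force-coupled); dopamine controls included. Positive calcium responses during this window marked compounds as potential agonists.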
IDH1 R132H inh = qHTS for Inhibitors of mutant isocitrate dehydrogenase 1 (IDH1): qHTS; IDH1-R132H enzyme, NADPH consumption, diaphorase/resazurin fluorescence; Potency, µM (doses to about 76.6 µM), for the others: at the highest dose activity change, negative = inhibition, actives largely listed as inhibitors; hit rate 0.093% among 390,000; AID 602179, 2012; note: potency is the fitted concentration of half-maximal effect; % is set by controls: 0 for no effect and ±100 for the full control effect; nearly all actives have a fitted effect of over 65% in size
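IDH1-R132H (0.5 ug/mL) preincubated 30 min with compound, then NADPH (0.016 mM) and alpha-KG (2 mM) added; 80 min at RT, pH 7.5. Remaining NADPH coupled via diaphorase/resazurin to fluorescence (540/590 nm); concentration-response curves normalized to no-enzyme control.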
TRHR PAM = qHTS for Small Molecule Agonists and Allosteric Enhancers of Human TRH Receptor: Primary Screen for Enhancers; Thyrotropin-releasing hormone receptor (Homo sapiens), P34981; TRHR cells, fluo-8 calcium fluorescence, EC20 TRH enhancement; enhancement, % at 2 µM; hit rate 0.66% among 360,000; in the data active = enhancement above about 30%; note: 0% is about no effect
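Enhancer read-out: after compound pinning and an initial kinetic agonist-mode read, an EC20 of TRH (10 nM final) was injected and fluo-8 calcium signal (Ex 480/Em 530) followed at 1 s/cycle for 100 cycles in TRHR-expressing cells.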
PI4K2A block = qHTS for small molecular inhibitors of PI4K2A; Phosphatidylinositol 4-kinase type 2-alpha (Homo sapiens), Q9BTU6; purified PI4K2A, ADP-Glo luminescence, 1 h; active compounds read low; activity change, negative = inhibition, % at 76.9 µM; hit rate 0.13% among 420,000; AID 1346378, 2018; in the data active = activity change below about -50%; inconclusive = mostly about -30% to -49%;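 note: -100% = wells without enzyme as full effect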
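PI4K2A activity was measured by ADP-Glo luminescence: enzyme (4 ug/mL stock) and phosphatidylinositol (1.2 mM stock) in Tris pH 7.5/MgCl2/EGTA/Triton X-100 buffer were reacted with ATP (300 microM stock) for one hour at ambient temperature.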
D2 antagonist = HTS Assay for Allosteric Antagonists of the Human D2 Dopamine Receptor: Primary Screen for Antagonists | inhibition, % at 10 µM | hit rate 2% among 340,000 | AID 485344, 2010 | HEK293 TREx D2 cells, calcium flux, dopamine EC80; in the data active = inhibition above about 30%; note: 0% is about no effect
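Read-out: kinetic calcium fluorescence (1 cycle/s) in inducible HEK293 T-REx D2 cells after an EC80 dopamine addition that followed 180 s compound preincubation. Loss of the dopamine response indicates antagonism.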
rTrxR1 inhibitor = qHTS Assay for Inhibitors of Mammalian Selenoprotein Thioredoxin Reductase 1 (TrxR1): qHTS | Thioredoxin reductase 1, cytoplasmic (Rattus norvegicus), O89049 | recombinant rTrxR1, NADPH fluorescence consumption, selenite substrate | Potency, µM (doses to about 114 µM), inactives show at the highest dose activity change, negative = inhibition, usual class: inhibitors | hit rate 1% among 390,000 | AID 588453, 2011; note: potency is the fitted concentration of half-maximal effect; % is set by controls: 0 for no effect and ±100 for the full control effect; nearly all actives have a fitted effect of over 65% in size
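Rat TrxR1 (90 nM in the dispensed reagent) was pre-reduced with 400 uM NADPH for 5 min at room temperature, then incubated with compound for 15 min. After 400 uM selenite was added, NADPH fluorescence (Ex 340/Em 450 nm) was followed for 8 min.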
USP1 inh = Inhibitors of USP1/UAF1: Primary Screen; Ubiquitin carboxyl-terminal hydrolase 1 (Homo sapiens), O94782; recombinant USP1/UAF1, Ub-Rhodamine cleavage fluorescence; Potency, µM (top dose mostly 57.1 µM), without a hit: at the top dose activity change, negative = inhibition, usual class: inhibitors; hit rate 0.23% among 390,000; AID 743255, 2014; note: potency is the fitted concentration of half-maximal effect; % is set by controls: 0 for no effect and ±100 for the full control effect; nearly all actives have a fitted effect of over 60% in size; inactives centre near -12
Target sequence (O94782 whole entry, looked up): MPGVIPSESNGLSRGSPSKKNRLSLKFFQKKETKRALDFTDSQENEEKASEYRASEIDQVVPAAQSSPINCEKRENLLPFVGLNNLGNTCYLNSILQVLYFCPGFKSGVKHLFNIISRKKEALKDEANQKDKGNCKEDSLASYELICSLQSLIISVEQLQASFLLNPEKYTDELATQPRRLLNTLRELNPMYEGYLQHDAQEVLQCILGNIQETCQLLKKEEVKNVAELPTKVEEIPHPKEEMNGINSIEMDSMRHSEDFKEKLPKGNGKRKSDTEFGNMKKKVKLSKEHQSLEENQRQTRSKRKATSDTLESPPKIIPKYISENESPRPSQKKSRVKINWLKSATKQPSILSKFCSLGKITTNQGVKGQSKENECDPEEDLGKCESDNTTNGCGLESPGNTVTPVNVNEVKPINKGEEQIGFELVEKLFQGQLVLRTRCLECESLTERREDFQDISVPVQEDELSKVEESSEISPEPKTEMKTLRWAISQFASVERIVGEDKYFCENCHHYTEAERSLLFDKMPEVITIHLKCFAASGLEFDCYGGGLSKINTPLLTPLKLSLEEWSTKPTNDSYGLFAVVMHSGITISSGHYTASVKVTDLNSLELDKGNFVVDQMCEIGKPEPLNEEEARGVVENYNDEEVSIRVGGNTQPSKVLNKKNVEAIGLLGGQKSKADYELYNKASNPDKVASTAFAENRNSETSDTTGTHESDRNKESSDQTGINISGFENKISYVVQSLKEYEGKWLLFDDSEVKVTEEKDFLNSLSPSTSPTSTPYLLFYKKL
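USP1/UAF1 complex at 1 nM was preincubated with compound for 15 min at room temperature, then Ub-Rho substrate (150nM final) was added. Fluorescence (480/540 nm) was read kinetically, 6 reads every 60 seconds.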
TRHR ag = qHTS for Small Molecule Agonists and Allosteric Enhancers of Human TRH Receptor: Primary Screen for Agonists. activation, % at 2 µM. TRHR cells, calcium flux fluo-8, FDSS agonist mode. hit rate 0.18% among 360,000. AID 493084, 2011; in the data active = activation above about 30%; note: 0% is about no effect
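TRHR-expressing cells, plated overnight in medium with 10% serum, were loaded with fluo-8 calcium dye at room temperature. After a 10 s baseline, library compound was pin-added and calcium release was recorded kinetically (ex 480/em 530) as agonist response.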
TrxR1 substrate = qHTS Assay for Substrates of Mammalian Selenoprotein Thioredoxin Reductase 1 (TrxR1): qHTS; hit rate 0.01% among 390,000; Potency, µM (top dose mostly 114 µM), without a hit: at the top dose activity change, negative = substrate turnover; purified TrxR1 substrate turnover, NADPH consumption readout; Thioredoxin reductase 1, cytoplasmic (Rattus norvegicus), O89049; note: potency is the fitted concentration of half-maximal effect; % is set by controls: 0 for no effect and ±100 for the full control effect; nearly all actives have a fitted effect of over 50% in size
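Rat TrxR1, dispensed at 90 nM, was prereduced with 400 uM NADPH (final) for 5 min at ~22 deg C, then incubated with compound 15 min before 400 uM selenite. A first-read NADPH fluorescence drop versus no-compound background flagged substrates.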
* = called active by the depositor; ? = inconclusive; . = no result given; & = joins results of further samples; [ ] = remark or other dose. Unless noted, calls come from the whole dose curve; as a rule, active = well fitted inhibition curve with a large enough effect; inconclusive = small, poorly fitted or top-dose-only effect; inactive = no such curve, though single readings can be large or run the other way.

Every second line gives: D2 ag, IDH1 R132H inh, TRHR PAM, PI4K2A block, D2 antagonist, rTrxR1 inhibitor, USP1 inh, TRHR ag, TrxR1 substrate
1. O=C(NCc1cc([N+](=O)[O-])ccc1O)c1cccnc1Sc1ccccc1Cl
 : ., -18%, 3, -3, ., 3%, -5%, -0.8, -12%
2. C=CCNC(=O)c1onc(CSc2ccc(F)cc2)c1C(=O)NCC=C
 : -0.9, 7%, -1, -2, -6, 4%, 8%, -0.4, -9%
3. CC(OC(=O)c1ccc(F)c(S(=O)(=O)N2CCOCC2)c1)C(=O)NCC1CCCCC1 (stereo not given)
 : 0.6, -6%, -1, 3, 0, 26%, -16%, -0.1, -1%
4. COC(=O)c1cc2c(=O)c3ccccc3oc2nc1/C=C/N(C)C
 : 40*, 4%, -2, -4, 8, 0%[57.1 µM], ?, 35*, 9%[57.1 µM]
5. Cc1noc(C)c1CSCC(=O)Nc1ccc(OC(F)F)c(Cl)c1
 : 0.6, 1%, -5, -8, 6, -3%, -23%, -0.8, -3%
6. CCN(Cc1ccccc1)Cc1cccc([N+](=O)[O-])c1
 : -0.4, 4%, -10, -3, -13, -9%, -16%, 1.0, -7%
7. O=C(NCCN1CCOCC1)c1ccc(Cl)c(S(=O)(=O)N2CCCCCC2)c1
 : 0.6, 3%, 8, -4, -3, -9%, -9%, -0.3, -8%
8. CCCCN(CCCC)CCNC(=O)Cn1nc(CC)n2c(cc3sc(C)cc32)c1=O
 : -0.3, -21%, 6, 0, ., -8%, -22%, 0.2, -3%
9. COc1ccc(C(=O)/C=C/C(=O)N(Cc2ccccc2OC)C(C(=O)NC2CCCCC2)c2ccncc2)c(O)c1 (stereo not given)
 : -1.0, -4%, -3, 0, -16, 9%[57.1 µM], -21%, -0.9, -22%[57.1 µM]
10. Cc1ccc(NC(=O)CSc2nnc(CCC(=O)O)c(=O)[nH]2)cc1
 : 0.7, -4%, 5, -2, 2, 17%, -20%, 0.3, 5%
11. O=[N+]([O-])c1ccccc1N/N=C/c1cccc(O)c1O
 : -0.3, 0%, 1, -10, -2, 13%, -13%, 0.0, 0%
12. COc1ccc(N2CCN(CC(=O)c3ccccc3)CC2)cc1
 : 0.3, 1%, -5, -21, 10, ?, -22%, 0.8, 4%
13. COCCn1c(SCC(=O)N2CCCCCC2)nnc1-c1ccco1
 : 0.1, -1%, -4, 0, 14, -19%, -7%, 0.2, -5%
14. CCc1ccc(NC(=S)Nc2cccc3cnccc23)cc1
 : 0.9, 14%, -4, -7, -11, -20%[57.1 µM], ?, 0.1, 5%[57.1 µM]
15. Cc1nn(C)c(NC(=O)c2ccc(Cl)cc2)c1Cl
 : -1.1, 9%, -3, -1, -9, 2%, -18%, -1.2, 0%
16. Cc1ccc(C2CC(C(F)F)n3ncc(C(=O)Nc4cnn(Cc5ccccc5C)c4)c3N2)cc1 (stereo not given)
 : 0.4, 0%, 3, 0, -12, -7%, -2%, 0.3, -13%
17. CCC(=O)NC(=S)NNC(=O)c1ccc([N+](=O)[O-])cc1
 : 0.1, 0%, -2, -3, -1, ?, -27%, -0.9, 2%
18. CCN(CC)CCNC(=O)c1cc(Br)c(N)cc1OC
 : -1.9, -3%, 4, 0&1, -30, 21%, -13%, -1.3, 2%
19. CC1=C(C#N)C2C(/C1=N/O)C2(C)C (stereo not given)
 : ., 4%, 0, -3, 6, -11%, 2%, 0.1, 4%
20. CCN(CC)c1nc2c(c(=O)[nH]c(=O)n2C)n1Cc1ccccc1Cl
 : 1.1, -8%, -6, 0, -14, 29%, -14%, -0.6, 3%

Some of the entries above in another layout.
2. C=CCNC(=O)c1onc(CSc2ccc(F)cc2)c1C(=O)NCC=C
  D2 ag: -0.9
  IDH1 R132H inh: 7%
  TRHR PAM: -1
  PI4K2A block: -2
  D2 antagonist: -6
  rTrxR1 inhibitor: 4%
  USP1 inh: 8%
  TRHR ag: -0.4
  TrxR1 substrate: -9%
7. O=C(NCCN1CCOCC1)c1ccc(Cl)c(S(=O)(=O)N2CCCCCC2)c1
  D2 ag: 0.6
  IDH1 R132H inh: 3%
  TRHR PAM: 8
  PI4K2A block: -4
  D2 antagonist: -3
  rTrxR1 inhibitor: -9%
  USP1 inh: -9%
  TRHR ag: -0.3
  TrxR1 substrate: -8%
10. Cc1ccc(NC(=O)CSc2nnc(CCC(=O)O)c(=O)[nH]2)cc1
  D2 ag: 0.7
  IDH1 R132H inh: -4%
  TRHR PAM: 5
  PI4K2A block: -2
  D2 antagonist: 2
  rTrxR1 inhibitor: 17%
  USP1 inh: -20%
  TRHR ag: 0.3
  TrxR1 substrate: 5%

Going on with the list.
Every second line gives: D2 ag, IDH1 R132H inh, TRHR PAM, PI4K2A block, D2 antagonist, rTrxR1 inhibitor, USP1 inh, TRHR ag, TrxR1 substrate
21. Cc1ccc(NS(=O)(=O)c2ccc(NS(=O)(=O)c3cccs3)cc2)cc1
 : 0.9, 1%, 3, -2, -13, -20%[57.1 µM], -12%, 0.1, 1%[57.1 µM]
22. CCC(C)NC(=O)CSc1nnc(-c2ccc(C)cc2)c(-c2ccc(C)cc2)n1 (stereo not given)
 : 1.0, -14%, -5, -2, ., 31%[57.1 µM], -24%, -0.6, 6%[57.1 µM]
23. COc1ccc(NC(=O)COc2ccccc2)cc1Cl
 : 0.6, 3%, -4, 0, -13, 23%[57.1 µM], -9%, -0.5, -13%
24. O/N=C/c1ccc(OCc2ccccc2)c(Cl)c1
 : ., 1%, -6, -9, ., -1%, -22%, 0.2, -8%
25. C=CCSc1nc(N(CC)CC)c2sccc2n1
 : 0.6, 5%, -10, 1, -4, 7%[57.1 µM], -10%, 1.0, 7%[57.1 µM]
26. CCOC(=O)CC1C(=O)NCCN1S(=O)(=O)c1ccccc1Cl (stereo not given)
 : -0.4, 0%, 5, 5, -4, -9%, 2%, 0.3, -6%
27. O=C(C1CC(=O)N(C2CCCCC2)C1)N1CCc2ccccc21 (stereo not given)
 : -0.5, -3%, 1, -2, -6, 0%, -22%, 0.4, 0%
28. Cc1nc(N2CCN(c3ccccn3)CC2)c2c(C)c(C(=O)Nc3c(F)cc(F)cc3Br)sc2n1
 : 0.9, -5%, 1, -1, 6, 50%[activator], -27%, -0.1, 56%[activator]
29. COc1ccccc1NC(=O)C1CCN(S(=O)(=O)c2ccc3c(c2)NC(=O)C(C)S3)CC1 (stereo not given)
 : -0.3, 5%, -1, -1, 20, -3%, -21%, 1.2, -1%
30. CC(C)Sc1nc2c([nH]c3ccccc32)c(=O)n1C
 : 0.0, -5%, 2, 1, -12, -6%[57.1 µM], -6%, -0.4, 2%[57.1 µM]
31. CCCCOc1ccccc1NC(=O)C=C(C)C
 : 0.5, 4%, -6, 9, 5, 20%[57.1 µM], -2%, -1.2, 5%[57.1 µM]
32. Cc1cc(=O)oc2cc(OC(C)C(=O)NCC3CCC(C(=O)O)CC3)c(Cl)cc12 (stereo not given)
 : -1.2, 0%, -2, 1, 11, -9%, -25%, -0.1, 14%
33. Brc1ccsc1-c1csc(-c2ccncc2)n1
 : -3.1, 23%, -5, 4, 3, -24%, -8%, -0.5, -9%
34. CCn1cc(C(=O)NCC(OC)OC)c(=O)c2cc(S(=O)(=O)N(C)C3CCCCC3)ccc21
 : -0.1, -7%, 7, 5, 11, 2%, -20%, -0.3, -2%
35. Cc1ccc2sc(NNC(=O)c3cc(=O)c4ccccc4o3)nc2c1C
 : 0.0, 12%, 7, 3, -6, 4%, 32µM*, -1.3, -9%
36. CCCC1C(=O)N(Cc2ccccc2)C(=O)CC1C (stereo not given)
 : -1.3, 1%, -2, 0, -1, 33%, -17%, -1.1, 4%
37. CC(C)Oc1ccccc1NC(=O)CSc1nccn1C
 : 0.9, 6%&-5%, -4&2, 0&-1, -10, 15%[57.1 µM], -22%&-20%, 0.1&-0.2, 4%[57.1 µM]
38. Cc1ccc(C(=O)n2nc(-c3ccco3)nc2NCc2cccs2)cc1
 : 0.0, 1%, 4, -2, ., 4%, -13%, 0.4, 11%
39. COc1cc(CC2COC(=O)C2(O)Cc2ccc(O)c(OC)c2)ccc1O (stereo not given)
 : ., 10%, 0, -6, ., 4%[57.1 µM], -24%, -0.5, 6%[57.1 µM]
40. COc1cccc(C2CC(c3cccs3)=NN2C(=O)CSc2nc3ccccc3o2)c1OC (stereo not given)
 : -0.4, 9%, -5, -1, 10, -2%, 4%, -0.7, 12%
41. COc1ccc(Nc2ncnc3c2cnn3-c2ccccc2)cc1OC
 : -0.6, 11%, -3, -5, 0, 19%, -12%, 0.1, 15%
42. CCOC(=O)N1CCN(C(=O)CSc2nnc(-c3cccc(OC)c3)o2)CC1
 : -0.6, 4%, 8, -1, 19, 12%[57.1 µM], -12%, 0.4, -5%[57.1 µM]
43. CS(=O)(=O)Nc1ccc(N2CCN(c3ccc(C(F)(F)F)cn3)CC2)nc1
 : 0.6, 3%, -1, -1, -1, 16%, 5%, -0.3, 14%[57.1 µM]
44. COc1ccc(CCNC(=O)c2cc(=O)c3cc(C)ccc3o2)cc1OC
 : 0.1, 4%, -2, -3, 9, -2%, -21%, -0.9, -3%
45. CC1CCCCC1NC(=O)CSc1nnc(CNC(=O)c2ccccc2)n1C (stereo not given)
 : 0.0, -9%, -8, -1, -1, 25%, -8%, 0.5, 3%

From PubChem
